Screening data (PubChem BioAssay)
ARNT-TACC3 inh: disruptors of human ARNT/TACC3 interaction; Q9Y6A5; AlphaScreen His-ARNT PAS-B/GST-TACC3 binding, luminescence; TACC3 fragment carries E629A point mutation; inhibition, % at 9.99 µM; 390,000 compounds, 0.66% hits; AID 623870;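 active means mean inhibition of replicates at least 50% and at least half of replicates each reaching 50%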;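 further: 0% = complete ARNT plus TACC3 wells and 100% = ARNT alone without TACC3; many hits fall short of the cut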
ERp5 inh: ERp5 (human) disulfide isomerase inhibition | ERp5 insulin aggregation, absorbance 650 nm, 90 min | inhibition, % at 9.99 µM | 350,000 compounds, 0.05% hits | Q15084;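 active means mean replicate inhibition above about 25%, with every replicate also reaching it, limit read from the data, passing the limit was not always enough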
E-sel inducer: E-selectin induction on HUVECs | activation, % at 7.58 µM | 260,000 compounds, 0.37% hits | AID 686992 | P16581 | HUVEC E-selectin immunofluorescence imaging; normalized: neutral wells 0, TNF-alpha wells 100;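 active means mean E-selectin-positive cell signal at least 10% of the positive control, reached in at least 60% of replicates, without over 20% cell loss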;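 further: in these data hits start at about 27%; measured in HUVEC primary endothelial cells; signal is the percent of cells scored E-selectin positive by PE staining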
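material = human umbilical vein endothelial cells (HUVEC), E-selectin induction | quantity = 3,000 cells/well | medium = EGM-2 growth medium on 0.1% gelatin-coated wells | technique = immunofluorescence imaging | read-out basis = % PE-positive cells | control set = TNF-alpha positive control, DMSO neutral control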
Casp6 inh: inhibitors of human caspase-6; P55212; purified caspase-6, Z-VEID-R110 cleavage fluorescence; inhibition, % at 12.5 µM; 350,000 compounds, 0.53% hits; AID 686996;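 active means mean inhibition across replicates at least about 35%, with every replicate also reaching that limit, limit read from the data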;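 further: 0% = median of neutral control wells and 100% = no fluorescence left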
Target sequence (P55212 24-179 limits assumed): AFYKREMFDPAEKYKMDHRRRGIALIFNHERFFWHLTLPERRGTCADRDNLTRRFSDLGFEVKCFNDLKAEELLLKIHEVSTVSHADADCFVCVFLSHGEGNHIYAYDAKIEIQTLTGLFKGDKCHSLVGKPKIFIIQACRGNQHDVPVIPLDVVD
Target sequence (P55212 194-293 limits assumed): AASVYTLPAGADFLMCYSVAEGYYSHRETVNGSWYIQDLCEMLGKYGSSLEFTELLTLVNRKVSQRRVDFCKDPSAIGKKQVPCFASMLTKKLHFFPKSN
esBAF inh: SWI/SNF esBAF complex inhibition. 350,000 compounds, 2% hits. reporter increase, % at 12.5 µM. mouse ES cells, Bmi1-luciferase knock-in reporter, 24 h; 100% = twice the neutral-well signal; in the data active means activation above about 40%;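 further: 0% = median of the plate's neutral control wells and 100% = double that signal; a rise in the Bmi1 reporter signal indicates esBAF inhibition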
PglD inh: PglD (C. jejuni) enzyme inhibition; purified PglD enzyme, DTNB colorimetric CoA detection; inhibition, % at 12.5 µM; 360,000 compounds, 0.098% hits; AID 602405; in the data active means inhibition above about 16%, passing the limit was not always enough; further: strong numbers were not always called active
RAD54 branch: inhibitors of human RAD54 branch migration; Q92698; RAD54 Holliday junction branch migration, FAM/BHQ fluorescence; inhibition, % at 10.4 µM; 360,000 compounds, 0.14% hits; AID 602329;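 active means mean normalized replicate activity at least 40 and at least half of replicates scoring 40 or more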;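 further: 0% = median of neutral control wells and 100% = median of positive control wells; inhibitors cause a drop in the FAM fluorescence signal; in these data hits start at about 50%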
Target sequence (Q92698 whole entry, looked up): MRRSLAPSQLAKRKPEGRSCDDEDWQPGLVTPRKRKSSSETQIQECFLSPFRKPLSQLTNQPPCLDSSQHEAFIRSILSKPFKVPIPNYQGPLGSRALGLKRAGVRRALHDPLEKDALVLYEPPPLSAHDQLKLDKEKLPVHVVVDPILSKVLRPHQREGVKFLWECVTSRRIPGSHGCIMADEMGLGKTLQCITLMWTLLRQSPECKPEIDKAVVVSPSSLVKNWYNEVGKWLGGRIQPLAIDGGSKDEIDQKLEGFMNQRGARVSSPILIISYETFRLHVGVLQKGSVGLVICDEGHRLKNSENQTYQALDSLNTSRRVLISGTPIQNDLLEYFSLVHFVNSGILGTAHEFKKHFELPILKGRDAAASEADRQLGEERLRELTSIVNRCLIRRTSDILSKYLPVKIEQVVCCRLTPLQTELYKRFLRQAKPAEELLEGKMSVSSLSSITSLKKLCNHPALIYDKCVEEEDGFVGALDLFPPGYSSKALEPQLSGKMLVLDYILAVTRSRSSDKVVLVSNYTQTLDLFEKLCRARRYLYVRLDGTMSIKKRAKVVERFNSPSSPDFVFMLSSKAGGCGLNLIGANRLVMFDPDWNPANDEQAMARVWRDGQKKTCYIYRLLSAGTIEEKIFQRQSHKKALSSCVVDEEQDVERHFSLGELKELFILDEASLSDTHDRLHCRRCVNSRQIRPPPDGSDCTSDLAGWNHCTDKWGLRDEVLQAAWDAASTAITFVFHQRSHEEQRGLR
RAD52 inh: inhibitors of human RAD52 DNA annealing; inhibition, % at 18.7 µM; recombinant RAD52 DNA annealing, FRET fluorescence; 360,000 compounds, 0.46% hits; AID 651710;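 active means every replicate showing at least 50% inhibition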
* hit, by the source's call.

Results for CNC(=O)C(C#N)(Cc1cc(C(C)=O)ccc1OC)Cc1cc(C(C)=O)ccc1OC ?
ARNT-TACC3 inh: 1; ERp5 inh: -7; Casp6 inh: 1; esBAF inh: 3; PglD inh: 7; RAD54 branch: -1; RAD52 inh: -11

What do the screens show for `C=CCOc1cccc(C2C(C(=O)c3ccco3)=C(O)C(=O)N2Cc2ccco2)c1` (centres undefined)?
ARNT-TACC3 inh: 3; ERp5 inh: -3; E-sel inducer: 1.9; Casp6 inh: 15; esBAF inh: -2; PglD inh: 3; RAD54 branch: -43; RAD52 inh: -8

How did CC1Cn2c(nnc2-c2cccs2)S1 (centres undefined) do in these assays?
ARNT-TACC3 inh: -4; esBAF inh: 3; PglD inh: -7; RAD54 branch: 7

What do the screens show for `O=C(Cn1cnc2c(nnn2Cc2ccc(F)cc2)c1=O)NCC1CCCO1` (centres undefined)?
ARNT-TACC3 inh: 7; esBAF inh: -7; PglD inh: 0; RAD54 branch: -6

What do the screens show for `CN(C)N=Nc1ccc(S(=O)(=O)/N=C(\O)c2ccccc2)cc1`?
ERp5 inh: -3; E-sel inducer: -0.1; Casp6 inh: -4; esBAF inh: -3; PglD inh: 7; RAD54 branch: -3; RAD52 inh: -16

How did CC1=C([N+](=O)[O-])C(c2ccc(Cl)cc2)NC(=O)N1C (centres undefined) do in these assays?
ARNT-TACC3 inh: 1; ERp5 inh: 0; E-sel inducer: -0.1; Casp6 inh: -1; esBAF inh: -10; PglD inh: -5; RAD54 branch: -7; RAD52 inh: 6

What do the screens show for `CCOc1ccccc1NC(=O)N1CCCC1C(=O)NCc1cccs1` (centres undefined)?
ARNT-TACC3 inh: -1; ERp5 inh: 2; E-sel inducer: -0.2; esBAF inh: -7; PglD inh: 1; RAD54 branch: -5; RAD52 inh: -4

How did Cc1noc(C)c1S(=O)(=O)N(C)C[C@@H]1OCCCC[C@@H](C)Oc2ccc(NS(C)(=O)=O)cc2C(=O)N([C@@H](C)CO)C[C@@H]1C do in these assays?
ARNT-TACC3 inh: -10; ERp5 inh: -1; E-sel inducer: -0.2; Casp6 inh: 1; esBAF inh: 3; PglD inh: 1; RAD54 branch: -23; RAD52 inh: 12

What do the screens show for `O=C(CN(C(=O)c1csnn1)c1ccc(Br)cc1)NC1CCCC1`?
ARNT-TACC3 inh: 0; ERp5 inh: 3; E-sel inducer: -0.1; Casp6 inh: 0; esBAF inh: 3; PglD inh: 0; RAD54 branch: -15; RAD52 inh: -13

Results for COc1cccc(S(=O)(=O)Nc2ccc3c(c2)[C@H]2C[C@H](CC(=O)NCC(F)(F)F)O[C@H](CO)[C@H]2O3)c1 ?
ARNT-TACC3 inh: 5; ERp5 inh: 1; E-sel inducer: 0.6; Casp6 inh: -3; esBAF inh: 1; PglD inh: -1; RAD54 branch: 2; RAD52 inh: 6

Results for CCC(=O)Nc1cc(Cl)ccc1N1CCN(C(=O)CC)CC1 ?
ARNT-TACC3 inh: 1; esBAF inh: -14; PglD inh: -6; RAD54 branch: -1

Results for COc1cc(SC)ccc1C(=O)Nc1ccc(Br)cn1 ?
ARNT-TACC3 inh: -9; ERp5 inh: 0; E-sel inducer: 0.1; Casp6 inh: 1; esBAF inh: -83; PglD inh: 4; RAD54 branch: -5; RAD52 inh: -8

What do the screens show for `O=C(COC(=O)/C=C/c1ccccc1[N+](=O)[O-])Nc1ccc2[nH]c(=O)[nH]c2c1`?
ARNT-TACC3 inh: 0; ERp5 inh: 0; E-sel inducer: -0.4; Casp6 inh: 1; esBAF inh: -8; PglD inh: 1; RAD54 branch: 11; RAD52 inh: -14

What do the screens show for `CCCC(=O)Nc1ccc2c(c1)OC[C@@H](C)N(Cc1cc(-c3ccccc3)on1)C[C@@H](C)[C@H](OC)CN(C)C2=O`?
ARNT-TACC3 inh: 3; ERp5 inh: -1; E-sel inducer: 0.1; Casp6 inh: 2; esBAF inh: -2; PglD inh: 1; RAD54 branch: -9; RAD52 inh: -18

Results for C[C@H](O)C#Cc1cnc2c(c1)C(=O)N([C@@H](C)CO)C[C@@H](C)[C@@H](CN(C)Cc1ccccn1)O2 ?
ARNT-TACC3 inh: 0; ERp5 inh: 1; E-sel inducer: 0.1; Casp6 inh: 0; esBAF inh: 0; PglD inh: -1; RAD54 branch: -4; RAD52 inh: -3

What do the screens show for `C[C@@H]1CCCCO[C@H](CN(C)C(=O)Cc2ccccc2)[C@H](C)CN([C@@H](C)CO)C(=O)c2cc(NC(=O)c3ccccc3)ccc2O1`?
ARNT-TACC3 inh: -8; ERp5 inh: 6; Casp6 inh: -2; esBAF inh: 0; PglD inh: 1; RAD54 branch: 3; RAD52 inh: -7

How did COc1cc(N)ccc1NC(=O)c1cccs1 do in these assays?
ARNT-TACC3 inh: -1; esBAF inh: 14; PglD inh: 1; RAD54 branch: -1

What do the screens show for `NC(=O)C1CCN(C(=O)COc2ccc(S(=O)(=O)NC3CCCC3)cc2)CC1`?
ARNT-TACC3 inh: 2; ERp5 inh: 3; Casp6 inh: -1; esBAF inh: 3; PglD inh: -4; RAD54 branch: -8; RAD52 inh: 1

Results for C[C@H]1CN([C@@H](C)CO)C(=O)c2cccc(NC(=O)NC3CCCCC3)c2O[C@H]1CN(C)C(=O)Nc1ccccc1 ?
ARNT-TACC3 inh: 14; ERp5 inh: -2; Casp6 inh: 1; esBAF inh: 4; PglD inh: 13; RAD54 branch: -11; RAD52 inh: 1

What do the screens show for `CCCCNC(=O)Nc1nnc(SCC(=O)OCC)s1`?
ARNT-TACC3 inh: 1; ERp5 inh: -1; Casp6 inh: 2; RAD52 inh: -19

Quoted at random: 4 records from the list.
Results for C[C@H]1CN([C@@H](C)CO)C(=O)c2cccc(NC(=O)NC3CCCCC3)c2O[C@H]1CN(C)C(=O)Nc1ccccc1 ?
ARNT-TACC3 inh: 14; ERp5 inh: -2; Casp6 inh: 1; esBAF inh: 4; PglD inh: 13; RAD54 branch: -11; RAD52 inh: 1

How did COc1cc(N)ccc1NC(=O)c1cccs1 do in these assays?
ARNT-TACC3 inh: -1; esBAF inh: 14; PglD inh: 1; RAD54 branch: -1

Results for CCC(=O)Nc1cc(Cl)ccc1N1CCN(C(=O)CC)CC1 ?
ARNT-TACC3 inh: 1; esBAF inh: -14; PglD inh: -6; RAD54 branch: -1

Results for COc1cccc(S(=O)(=O)Nc2ccc3c(c2)[C@H]2C[C@H](CC(=O)NCC(F)(F)F)O[C@H](CO)[C@H]2O3)c1 ?
ARNT-TACC3 inh: 5; ERp5 inh: 1; E-sel inducer: 0.6; Casp6 inh: -3; esBAF inh: 1; PglD inh: -1; RAD54 branch: 2; RAD52 inh: 6

New compounds follow.
How did Nc1cc(Cl)c(N)cc1Cl do in these assays?
ARNT-TACC3 inh: 1; esBAF inh: -6; PglD inh: 6; RAD54 branch: -7

How did CCOC(=O)N1CCN(C(=O)c2ccccc2Oc2ccccc2)CC1 do in these assays?
ARNT-TACC3 inh: -19; esBAF inh: 0; PglD inh: -5; RAD54 branch: 4

What do the screens show for `CC(C)(C)C(=O)Nc1cccc(C(=O)Nc2cc(C(=O)O)cc(C(=O)O)c2)c1`?
ARNT-TACC3 inh: -24; ERp5 inh: 2; Casp6 inh: -4; esBAF inh: -2; RAD52 inh: -7

How did Cc1cccc(-n2nnnc2SCC(=O)Nc2cccc(S(N)(=O)=O)c2)c1 do in these assays?
ARNT-TACC3 inh: -2; ERp5 inh: 0; E-sel inducer: -0.6; Casp6 inh: 0; RAD52 inh: -11

Results for CCCC(c1nnnn1CCOC)N1CCN(c2cccc(OC)c2)CC1 (centres undefined) ?
ARNT-TACC3 inh: 1; esBAF inh: -7; PglD inh: 4; RAD54 branch: -3

What do the screens show for `COc1ccc(N2CCN(C(=O)CSc3nnc(NC(=O)C4CC4)s3)CC2)cc1`?
ARNT-TACC3 inh: -10; ERp5 inh: 0; E-sel inducer: 0.6; Casp6 inh: -1; RAD52 inh: -3

How did C[C@H]1CCCCO[C@@H](CN(C)S(=O)(=O)c2cn(C)cn2)[C@@H](C)CN([C@@H](C)CO)C(=O)c2cc(NS(=O)(=O)c3ccc(Cl)cc3)ccc2O1 do in these assays?
ARNT-TACC3 inh: -9; ERp5 inh: -1; Casp6 inh: 1; esBAF inh: 1; PglD inh: -2; RAD54 branch: 2; RAD52 inh: -51

How did COc1cccc(C2CC(OCCF)=CC(=O)O2)c1 (centres undefined) do in these assays?
ERp5 inh: 2; E-sel inducer: -0.7; Casp6 inh: -1; RAD52 inh: -3

Results for C[C@@H]1CN([C@H](C)CO)C(=O)c2cc(NS(=O)(=O)c3ccccc3)ccc2O[C@@H](C)CCCCO[C@@H]1CN(C)C ?
ERp5 inh: 0; E-sel inducer: 1.5; Casp6 inh: -3; esBAF inh: -2; PglD inh: 0; RAD54 branch: -4; RAD52 inh: -1

How did O=C(c1ccncc1)N(Cc1cc2ccccc2[nH]c1=O)C1CCCCC1 do in these assays?
ARNT-TACC3 inh: 0; esBAF inh: 1; PglD inh: 3; RAD54 branch: 5

How did C[C@H]1CN([C@@H](C)CO)C(=O)Cc2cc(NS(C)(=O)=O)ccc2O[C@H]1CN(C)Cc1ccc(Oc2ccccc2)cc1 do in these assays?
ARNT-TACC3 inh: 7; ERp5 inh: 4; E-sel inducer: -4.2; Casp6 inh: -1; esBAF inh: -2; PglD inh: 1; RAD54 branch: 1; RAD52 inh: 1

How did COC(=O)N1c2ccccc2CCc2ccccc21 do in these assays?
ARNT-TACC3 inh: -2; ERp5 inh: 2; E-sel inducer: 0.1; Casp6 inh: -2; esBAF inh: -11; PglD inh: 0; RAD54 branch: -7; RAD52 inh: -8

Results for CC(C)Nc1nnc(SCC(=O)Nc2ccc(F)cc2)s1 ?
ARNT-TACC3 inh: 2; ERp5 inh: 15; Casp6 inh: 0; esBAF inh: 3; PglD inh: -3; RAD54 branch: -1; RAD52 inh: -3

How did COc1cccc(-c2cnc(C(O)c3ccc(C)cc3C)[nH]2)c1 (centres undefined) do in these assays?
ERp5 inh: -2; E-sel inducer: 0.0; Casp6 inh: 2; esBAF inh: 5; PglD inh: 1; RAD54 branch: -3; RAD52 inh: -19

What do the screens show for `C[C@H](CO)N1C[C@H](C)[C@@H](CN(C)C(=O)NC2CCCCC2)Oc2ccc(NC(=O)Nc3ccccc3)cc2CC1=O`?
ARNT-TACC3 inh: -12; ERp5 inh: 3; E-sel inducer: 0.1; Casp6 inh: 2; esBAF inh: 7; PglD inh: 1; RAD54 branch: -2; RAD52 inh: 5

Results for C[C@@H](NC(=O)C[C@H]1CC[C@H](NC(=O)Cc2ccccn2)[C@@H](CO)O1)c1ccccc1 ?
ARNT-TACC3 inh: 1; ERp5 inh: -3; E-sel inducer: 0.0; Casp6 inh: 0; esBAF inh: 3; PglD inh: -1; RAD54 branch: -11; RAD52 inh: -16

How did NC(=O)c1sc2nc3c(c(-c4ccccc4)c2c1N)CCC3 do in these assays?
ARNT-TACC3 inh: -9; esBAF inh: -10; PglD inh: -2; RAD54 branch: 8

What do the screens show for `CC1CCN(C(=O)CSc2nnc(CNC(=O)c3c(F)cccc3F)o2)CC1`?
ARNT-TACC3 inh: -4; ERp5 inh: 2; E-sel inducer: -0.1; Casp6 inh: 0; esBAF inh: -1; PglD inh: 0; RAD54 branch: 5; RAD52 inh: -1

What do the screens show for `Cc1nc(-n2nnc3cc(C)c(C)cc32)c2c3c(sc2n1)CCCC3`?
ARNT-TACC3 inh: 1; esBAF inh: -3; PglD inh: -3; RAD54 branch: 0

Results for COc1cccc2c1C(CO)N1C(C#N)C3CC(C(=O)O)C(C1C2)N3C (centres undefined) ?
ARNT-TACC3 inh: -4; ERp5 inh: 0; Casp6 inh: 5; esBAF inh: -69; PglD inh: -2; RAD54 branch: -1; RAD52 inh: -3

Results for N#Cc1ccc(-c2ccc3nccn3c2)cc1 ?
ERp5 inh: 4; E-sel inducer: 0.0; Casp6 inh: 15; esBAF inh: 5; PglD inh: -1; RAD54 branch: -6; RAD52 inh: -10
